Source: PubChem BioAssay
Fam108B inh – blocks mouse Fam108B hydrolase in RBBP9 counter-screen; recombinant Fam108B, FP-Rh probe fluorescence polarization; inhibition, % at 9.51 µM; actives 0.33% (n = 300,000); AID 1947;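 active = inhibition above the screen mean inhibition plus 3 SD, computed separately per campaign, cut at about 18% in these data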;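 also: inhibitors lower polarization as less probe binds the enzyme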
Efflux pump mplx – blocks antifungal efflux pumps in multiplex yeast assay. S. cerevisiae Candida pump triplex, Nile Red efflux. inhibition, % at 10 µM. actives 0.44% (n = 330,000). AID 485275;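 active = plate passing quality check with inhibition over a set limit, or well fluorescence over plate mean plus 4 SD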;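 also: Nile Red retained in pooled yeast measured as flow cytometry median fluorescence; 0% = buffer negative control and 100% = Enniatin B positive control; higher means more Nile Red kept so more efflux inhibition; some compounds called inactive have numbers as strong as hits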
CR mimetic SO – caloric restriction mimetics inhibiting age-related superoxide in yeast; S. cerevisiae aged cells, superoxide DHE fluorescence; stronger effect = lower value; superoxide response (% of plate mean), % at 10 µM; actives 0.18% (n = 330,000);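 active = superoxide response under a set limit, about three screen SD below normal, cut at about 65% in these data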;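 also: yeast aged for seven days with compound at 30 °C before DHE staining; 100% = average MFI of all compound-treated wells on the plate with controls excluded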
GLD-1 TGE inh – GLD-1-TGE RNA interaction inhibition (C. elegans). inhibition, % at 5.96 µM. AID 2280. purified GLD-1 + fluorescein TGE RNA, fluorescence polarization. actives 0.44% (n = 320,000). Q17339;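 active = percent inhibition above a per-plate cutoff, the plate mean of test compounds plus 3 SD, cut at about 30% in these data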;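 also: 0% = DMSO wells with GLD-1 and probe and 100% = wells lacking GLD-1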
Target sequence (Q17339 whole entry, looked up): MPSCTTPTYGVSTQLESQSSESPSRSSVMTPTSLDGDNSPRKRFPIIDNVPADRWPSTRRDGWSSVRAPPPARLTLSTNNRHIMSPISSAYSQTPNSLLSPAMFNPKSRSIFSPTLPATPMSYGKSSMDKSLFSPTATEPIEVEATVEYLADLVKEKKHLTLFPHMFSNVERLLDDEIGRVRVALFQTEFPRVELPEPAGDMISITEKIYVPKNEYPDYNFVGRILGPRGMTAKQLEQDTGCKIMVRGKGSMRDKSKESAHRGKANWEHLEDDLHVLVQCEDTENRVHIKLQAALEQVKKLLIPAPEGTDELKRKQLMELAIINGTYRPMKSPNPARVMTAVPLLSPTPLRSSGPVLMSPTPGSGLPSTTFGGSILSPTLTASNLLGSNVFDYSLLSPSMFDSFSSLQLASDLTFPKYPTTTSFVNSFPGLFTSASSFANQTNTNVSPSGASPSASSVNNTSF
MEX-5 binding – C. elegans MEX-5 TCR-2 RNA binding activity; Q9XUB2; MEX-5/FITC-TCR2 RNA binding, fluorescence polarization; stronger effect = lower value; activity score (negative = inhibition of binding), % at 10 µM; actives 0.38% (n = 300,000);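 active = inhibition past about -25% in most replicates, and total fluorescence under double the plate's negative control median, limit read from the data; inconclusive = replicates evenly split on the limit, or fluorescence at least double controls; inactive = too little inhibition in most replicates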;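 also: 0% = DMSO and -100% = 5 µM competing unlabeled TCR2 RNA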
MCL1 BIM primary – disrupts human MCL1 binding to BIM-BH3 peptide; Q07820; GST-MCL1 / FITC-Bim-BH3 fluorescence polarization; inhibition, % at 10.9 µM; actives 0.68% (n = 320,000);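 active = inhibition above the mean inhibition of all tested compounds plus 3 SD, set per campaign, cut at about 40% in these data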;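 also: 0% = DMSO wells and 100% = unlabeled Bim-BH3 peptide control; higher means more loss of mP so more displacement of Bim peptide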
ZTA DNA inh – ZTA (EBV) inhibition in EBNA-1 counter-screen. ZTA-DNA binding, fluorescence polarization. inhibition, % at 11 µM. actives 0.15% (n = 320,000); in the data active = inhibition above about 33%
Target sequence (P03206 whole entry, looked up): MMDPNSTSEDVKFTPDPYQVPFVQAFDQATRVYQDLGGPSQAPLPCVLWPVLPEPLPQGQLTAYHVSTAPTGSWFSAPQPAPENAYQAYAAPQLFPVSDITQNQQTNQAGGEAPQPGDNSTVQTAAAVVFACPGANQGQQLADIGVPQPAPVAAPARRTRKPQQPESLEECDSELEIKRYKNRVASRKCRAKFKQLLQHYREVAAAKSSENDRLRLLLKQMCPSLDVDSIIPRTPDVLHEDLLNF
EBNA-1 inh – blocks EBNA-1 binding to DNA; EBNA-1 DNA binding, fluorescence polarization; inhibition, % at 14.8 µM; actives 0.34% (n = 300,000); in the data active = inhibition above about 28%
Bcl-xL primary – blocks human Bcl-xL binding to Bim BH3 peptide. inhibition, % at 10.9 µM. GST-Bcl-xL / FITC-Bim BH3 peptide fluorescence polarization. actives 0.7% (n = 320,000);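 active = inhibition above the mean of all tested compounds plus 3 SD, cutoff set per campaign, cut at about 30% in these data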;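 also: 0% = DMSO wells and 100% = unlabeled Bim-BH3 peptide competitor; inhibitors lower millipolarization by displacing the labeled peptide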
Target sequence (Q07817 whole entry, looked up): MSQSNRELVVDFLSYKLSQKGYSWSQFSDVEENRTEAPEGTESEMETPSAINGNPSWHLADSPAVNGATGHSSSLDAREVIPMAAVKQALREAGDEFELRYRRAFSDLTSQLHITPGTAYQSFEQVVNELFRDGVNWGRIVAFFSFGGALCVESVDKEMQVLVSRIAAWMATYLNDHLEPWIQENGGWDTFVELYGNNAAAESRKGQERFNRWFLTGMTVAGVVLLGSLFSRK
Starred values were filed as active, the others as inactive; ? = inconclusive; / = no result given.

structure,Fam108B inh,Efflux pump mplx,CR mimetic SO,GLD-1 TGE inh,MEX-5 binding,MCL1 BIM primary,ZTA DNA inh,EBNA-1 inh,Bcl-xL primary
COc1ccc2cc3c(N)nn(C(=O)c4ccc(Cl)c([N+](=O)[O-])c4)c3nc2c1,-21,-0.3,81,-5,-0.6,15,4,8,0
CC(C)(C)OC(=O)CN1C(=O)NC2(CCCc3ccccc32)C1=O (centres undefined),0,0.2,122,8,0.6,-7,7,10,-5
O=C(c1ccco1)N1CCN(CC(O)COc2ccc(Br)cc2)CC1 (centres undefined),-1,0.1,109,3,0.6,0,-19,9,2
CC(C)c1ccc(OCC(O)CNC(C)c2ccccc2)cc1 (centres undefined),1,0.3,117,-8,-1.0,-1,-12,-14,3
COc1ccc(C(=O)N/N=C\C(C)=C\c2ccccc2)cc1OC,2,-0.1,88,-8,2.8,-1,3,-5,0
COc1ccc(CCNC(=O)c2cccc(S(=O)(=O)N3CCCCC3)c2)cc1,-4,0.0,94,1,-0.1,2,11,6,3
CC(C)CCNc1nc(-c2ccco2)c2c(c1C#N)CCCC2,-2,0.0,106,-2,0.2,-4,-4,-7,2
COc1ccccc1NC(=O)CSc1nnc(-c2ccncc2)o1,0,-0.2,95,2,0.4,-23,-17,6,-22
COc1ccc(-c2noc(C3CCCN(C(=O)Nc4ccccc4F)C3)n2)cc1 (centres undefined),-4,-0.2,88,7,0.9,6,-9,-11,3
O=c1c(=O)n2c(nn1Cc1ccc(F)cc1)sc1ccccc12,0,0.4,98,-5,0.7,5,10,-3,-2
CN(C(=O)COC(=O)COc1ccc(Cl)cc1)C1CCCCC1,1,0.0,111,2,1.8,2,-1,6,5
Cc1cc(C)c(-c2csc(NC(=O)c3n[nH]c(=O)c4ccccc34)n2)c(C)c1,-6,0.1,103,2,2.1,15,9,11,8
Cc1ccc(S(=O)(=O)N/N=C\c2ccccc2OCc2ccccc2)cc1,-6,-0.1,90,2,-0.7,-1,-14,-11,-1
COc1ccc2oc(=O)c(-c3ccccc3C(=O)N3CCOCC3)cc2c1,4,0.3,92,9,3.2,31,-12,1,26
CC(=O)Nc1ccc(-c2nnc(SCc3ccc(C)cc3)n2C)cc1,1,0.2,104,-9,/,-39,-1,-15,-26
CCCCNS(=O)(=O)c1ccc(NC(=O)c2cccs2)cc1,10,0.2,97,4,3.1,-3,-3,-6,3
Cc1ccc(C)c(NC(=O)COC(=O)CSc2ccccc2)c1,/,0.1,123,6,/,-1,10,/,1
COc1ccc(NC(=O)N(Cc2cccnc2)Cc2ccccc2Cl)c(OC)c1,0,0.0,100,-1,-0.1,-3,-14,-5,8
O=C(CSc1nnc(-c2cccnc2)o1)NNC(=O)c1ccc(Br)cc1,-4,-0.1,94,-5,-1.7,-5,-1,-11,-11
COC(=O)[C@@]12CCCN1[C@H](c1ccc(-c3ccc(OC)cc3)c(OC)c1)[C@@H]1C(=O)N(C)C(=O)[C@@H]12,4,-0.1,104,-3,/,-6,-7,-12,3
O=C(CSC1=NC2(CCCCC2)N=C1c1ccccc1)Nc1ccc2c(c1)OCCO2,1,-0.4,91,13,0.5,0,15,-8,-1
COC(=O)Nc1ccc(S(=O)(=O)NC2CCS(=O)(=O)C2)cc1 (centres undefined),2,-0.1,87,2,0.3,-6,10,10,4
COCCn1c(C)cc(/C=C2/NC(=O)N(Cc3ccc(C)cc3)C2=O)c1C,1,-0.1,90,6,-1.2,8,2,-1,11
Cc1noc(C)c1COc1ccccc1C(=O)NNC(=O)c1ccccc1F,/,0.0,88,3,/,4,-23,/,-2
Cc1cccc(N2CCN(C(=O)CCNC(=O)Cn3ccc4ccccc4c3=O)CC2)c1C,1,0.0,98,-4,-0.9,6,-7,6,4
O=C(/C(=C/c1ccc(Cl)cc1)c1nc2ccccc2[nH]1)c1cccs1,-42,0.0,117,1,1.2,-2,11,2,0
COc1ccc(/C=N/n2c(C3CCCCC3)n[nH]c2=S)c(OC)c1,-4,-0.1,100,-3,0.3,-22,5,5,-12
O=C(CNS(=O)(=O)c1ccc(Br)s1)NCc1ccccc1,1,0.0,98,-1,-0.1,5,-6,7,3
CCN(CC)C(=O)CC(c1ccc(N(C)C)cc1)c1c(OC)cc(OC)c2ccc(=O)oc12 (centres undefined),-1,-0.1,99,7,-1.2,9,9,8,2
Cc1cc(Nc2cccc(C)c2C)n2nc(C)nc2n1,1,0.0,85,5,-1.2,6,20,1,1
CCn1c(SCC(=O)Nc2ccc(OC)cc2)nc2c(c1=O)SCC2,2,0.0,96,-5,1.7,9,3,0,1
CCOC(=O)c1c(NC(=O)c2ccccc2)sc2c1CCc1ccccc1-2,-3,-0.1,96,3,-1.8,22,-9,1,11
O=C1NC(=S)N(C(=O)c2ccc(F)cc2)/C1=C/c1ccccc1,-10,0.1,91,-64,-1.8,-185,0,-2,-71
COc1ccc(C)cc1Nc1n[n+](-c2ccccc2)c(-c2c(Cl)cccc2Cl)s1,5,-0.2,90,7,1.4,1,-14,-8,1
Cc1ccccc1-c1nnc(NC(=O)c2ccc(N3C(=O)CCC3=O)cc2)s1,0,0.0,114,4,-4.1,4,4,-8,5
Cc1cc(NC(=O)C2CC(=O)N(c3ccc(Cl)cc3)C2)no1 (centres undefined),-2,-0.1,96,-6,-0.6,4,5,-14,4
COc1ccc(C(=O)Nc2ccc3oc(-c4cccc(F)c4)nc3c2)cc1OC,-21,-0.3,85,0,0.5,2,0,7,2
Cn1c(N)c(C(=O)COC(=O)CSc2cccc3cccc(Cl)c23)c(=O)n(C)c1=O,-5,-0.1,93,7,0.5,-2,6,32*,1
COc1cc(C(=O)c2nccc3cc(OC)c(OC)cc23)c([N+](=O)[O-])cc1OC,-2,0.5,132,2,-2.1,2,-10,-11,6
CN(C)/C=C/C(=O)c1ccc(F)cc1F,0,0.0,109,-6,-0.4,3,8,1,3
CCNC(=O)NC(=O)CSc1nc2ccccc2n1CCOC,6,0.1,101,-2,0.8,6,14,1,-1
Cc1ccc(NC(=O)CCN2C(=O)c3ccccc3S2(=O)=O)cc1C,-1,-0.3,102,5,1.1,-4,3,2,2
O=C(Nn1cnc2ccccc2c1=O)c1cccc(Cl)c1,7,0.0,94,3,-1.2,-5,-2,-3,2
CCOCCCNC(=O)c1ccc(Cn2c(=S)[nH]c3c([nH]c4ccc(OC)cc43)c2=O)cc1,5,0.0,85,2,-1.3,-23,-2,-3,-28
CC(=O)C1=C(C)Nc2ncnn2C1c1ccc(F)cc1 (centres undefined),2,-0.1,98,2,-1.8,11,7,3,3
CCCn1nc(NC(=O)c2ccco2)c2cc3cc(C)ccc3nc21,0,0.0,102,6,-4.1,22,7,8,12
CC(NCCOc1ccccc1F)C(=O)Nc1ccc(S(N)(=O)=O)cc1 (centres undefined),4,-0.3,104,3,2.0,4,-3,-6,1
O=C(/C=C/Nc1cccc(C(F)(F)F)c1)c1ccco1,2,-0.1,95,-3,-0.6,-20,3,6,-12
Cc1c(-n2c(SCC(=O)O)nnc2-c2ccccc2Cl)c(=O)n(-c2ccccc2)n1C,0,0.0,88,-1,1.5,-2,-18,-2,3
Cc1cc(OCc2ccc(C(=O)Nc3ccc(C(=O)O)cc3)o2)ccc1Cl,-7,-0.1,125,-4,-1.9,-1,4,0,4
CCOc1ccc(C2C(C#N)=C(N)Oc3n[nH]c(C)c32)cc1OC(=O)C1CC1 (centres undefined),2,0.5,112,-5,-0.1,9,-3,-18,2
COC(=O)c1ccccc1NC(=O)CCS(=O)(=O)c1cc2c(cc1C)NC(=O)CO2,2,-0.1,83,-2,0.4,-3,-15,0,2
NC(=O)Cn1c(=O)n(C2CCCCC2)c(=O)c2c3c(sc21)CCCCC3,-3,-0.1,110,6,0.2,9,2,-2,7
COc1ccc(NC(=O)[C@@H]2CC=C[C@@H]3CCN(C4CCCCC4)C(=O)[C@@H]32)cc1,-1,0.0,93,-2,1.0,-7,-10,-7,-1
O=C(NCc1ccc(OC(F)(F)F)cc1)C1CC(c2c(Cl)cccc2Cl)=NO1 (centres undefined),0,/,/,-2,4.3,6,-13,-13,1
O=C(O)c1ccccc1-c1ccccc1C(=O)Nc1ccc(F)cc1,-3,-0.1,97,3,-3.4,7,1,-13,5
Cc1cc(C(=O)CSc2nnnn2C)c(C)n1CCc1ccc(F)cc1,0,0.0,107,7,1.9,-3,-6,20,1
CCS(=O)(=O)N1CCC(C(=O)Oc2ccccc2OC)CC1,1,0.1,107,1,2.9,6,4,9,7
COc1ccccc1/C=C(/C(=O)OCC(=O)N(C)Cc1ccccc1)c1ccccc1,-3,0.3,98,4,1.0,-26,-16,-9,-6
CC1CCC(NC(=O)CSc2nnnn2C)CC1 (centres undefined),/,0.3,114,-7,/,-2,7,/,-3

(continued)
structure,Fam108B inh,Efflux pump mplx,CR mimetic SO,GLD-1 TGE inh,MEX-5 binding,MCL1 BIM primary,ZTA DNA inh,EBNA-1 inh,Bcl-xL primary
CC(C)(C)NC(=O)CSc1nnc(NC(=O)c2ccccc2Cl)s1,2,0.0,100,-2,-2.0,-1,0,-1,7
CNC(=O)Nc1cc(NC(=O)NC)cc(C(F)(F)F)c1,3,0.0,96,8,-1.3,9,9,-15,9
COC(=O)c1ccc(/C=N/N2CCN(Cc3ccccc3)CC2)cc1,-8,-0.1,86,-2,0.8,-1,4,5,2
O=C(N/N=C/c1cc2c(cc1Cl)OCO2)c1ccccn1,3,0.0,101,5,?,2,-6,-1,5
CCOC(=O)C1CCN(C(=O)CCNC(=O)c2cc(OC)c(OC)c(OC)c2)CC1,3,0.2,107,4,-0.4,-6,2,-5,-1
CCOC(=O)C1=C(O)CCn2c1nc1ccccc12,1,0.0,131,6,-2.0,1,5,3,1
O=[N+]([O-])c1ccc(Nc2ccccc2)c2nonc12,-2,0.1,173,-10,3.3,-74,9,9,-34
COc1ccc2nc(SCCOC(=O)Nc3ccc(Cl)cc3)nc(C)c2c1,-17,-0.6,107,8,2.6,8,5,-11,2
Cn1ccnc1C(=O)c1cc(SCC(=O)NC2CC2)nc2ccccc12,6,0.0,111,9,-1.3,3,11,3,-1
CCCCC(=O)OCc1c(-c2cccc(OC)c2)ncc2ccccc12,/,-0.1,99,-1,/,-1,-18,/,0
NS(=O)(=O)c1ccc(Sc2nc3ccccc3s2)c([N+](=O)[O-])c1,1,0.0,110,6,-3.1,3,-1,-5,2
COc1ccccc1C(=O)N(CCN(C)C)c1nc2cc(C)cc(C)c2s1,7,-0.1,88,11,2.9,2,-12,-2,9
COc1ccc(-c2cc3nc(C)cc(NCCO)n3n2)cc1,-6,-0.2,100,1,-1.1,-13,2,3,-2
O=c1[nH]c2ccc(Cl)cc2c(=O)n1Cc1ccco1,3,-0.1,104,-1,-0.4,2,-4,7,5
COc1ccc(CN2CCNC(=O)C2CC(=O)N(C)Cc2ccon2)c(F)c1 (centres undefined),-2,0.1,94,5,-3.3,15,2,9,16
CCOc1cc(S(=O)(=O)N2CCN(CC)CC2)ccc1Cl,-8,-0.1,108,11,1.3,15,-11,0,10
